# Compound activity (PubChem BioAssay)
# EBNA-1 inhibitor – blocks EBNA-1 binding to DNA | EBNA-1 DNA binding, fluorescence polarization | inhibition, % at 14.8 µM | 300,000 tested, 0.34% active | AID 1950; in the data active = inhibition above about 28%
# proCasp7 act – counter-screen: procaspase-7 (human) activation | P55210 | recombinant procaspase-7, Ac-DEVD-pNA absorbance 405 nm; D23A/D198A/D206A triple mutant, cannot self-cleave; scale: DMSO 0, 5 µM enzyme 100 | activation, % at 8.5 µM | 330,000 tested, 0.093% active | AID 463210;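 active = percent activation above the screen-wide mean plus 3 SD, cut at about 25% in these data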
#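 Assay system – Uncleavable procaspase-7 mutant enzyme · Quantity – 2 µM procaspase-7 mutant as dispensed · Times – 1 h preincubation, 2 h reaction · Dosing – single nominal 8.5 µM compound dose, 0.8% DMSO final · Buffer or medium – Zinc-free 50 mM HEPES buffer, pH 7.4, with NaCl and Triton X-100 · Detection – Epi-absorbance of released pNA at 405 nm, two timepoints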
# LAP4-GFP MLPCN – yeast TOR pathway LAP4-GFP modulation; GFP response vs DMSO, % at 10 µM; 320,000 tested, 0.34% active; AID 2023; S. cerevisiae LAP4-GFP multiplex, flow cytometry GFP, 3 h; median GFP as percent of DMSO wells;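 active = GFP response vs DMSO above a set limit, about the screen mean plus 3 SD, cut at about 150% in these data; inconclusive = under 70 cell events counted for the yeast strain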
# AHR act – activators of human aryl hydrocarbon receptor | P35869 | AID 2796 | AHR-responsive luciferase reporter cells, luminescence | activation, % at 5 µM | 320,000 tested, 2.5% active; in the data active = activation above about 47%;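 also: 0% = vehicle wells and 100% = reference agonist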
# RPL19A TOR yeast – modulators of TOR pathway RPL19A-GFP in S. cerevisiae | S. cerevisiae RPL19A-GFP strain, flow cytometry, 3 h; active compounds read low | percent response vs DMSO, % at 10 µM | 330,000 tested, 0.3% active;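 active = percent response vs DMSO below 50%; inconclusive = fewer than 70 events counted for the yeast strain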;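 also: median channel GFP fluorescence of the barcoded RPL19A-GFP strain; ratio of sample median GFP to plate DMSO average so 100% = DMSO; lower means less RPL19A-GFP as with rapamycin TOR inhibition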
# MEP2 TOR yeast – modulators of TOR pathway MEP2-GFP in S. cerevisiae; S. cerevisiae MEP2-GFP strain, flow cytometry GFP, 3 h; 100% = DMSO control level; GFP response vs DMSO, % at 10 µM; 330,000 tested, 0.51% active;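 active = GFP response versus DMSO above a set limit, roughly screen mean plus 3 SD, cut at about 180% in these data; inconclusive = fewer than 70 cells counted for a yeast strain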;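 also: median GFP fluorescence of the barcode-gated MEP2-GFP cells per well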
# ZTA counter – blocks Epstein-Barr virus ZTA, an EBNA-1 counter-screen; ZTA-DNA binding, fluorescence polarization; inhibition, % at 11 µM; 320,000 tested, 0.15% active; in the data active = inhibition above about 33%
# proCasp3 act – activators of human procaspase-3. AID 463141. activation, % at 8.5 µM. P42574. 330,000 tested, 0.11% active. recombinant procaspase-3 D3A, Ac-DEVD-pNA absorbance 405 nm;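 active = activation above the mean of all tested compounds plus 3 SD, cut at about 21% in these data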;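 also: 0% = DMSO alone and 100% = DMSO wells spiked with extra 5 µM PC-3 D3A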
#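 Compound: 8.5 µM single point, 0.8% DMSO / Material: Autoprocessing-dead procaspase-3 D3A mutant enzyme / Timing: 1 h preincubation plus 2 h reaction at 25 °C / Medium: Zinc-free HEPES/NaCl buffer with 0.01% Triton X-100 at pH 7.4 / Technique: 405 nm absorbance of p-nitroaniline, reads at 0 and 120 min / Repeats: one well per compound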
# Active calls of the source: *; ? = inconclusive; . = not tested or not shown; [ ] = remark or other dose. Not a hit list; about 3.8% have a hit in one of these screens.
SMILES,EBNA-1 inhibitor,proCasp7 act,LAP4-GFP MLPCN,AHR act,RPL19A TOR yeast,MEP2 TOR yeast,ZTA counter,proCasp3 act
Cc1cccc(NC(=O)CNC(=O)c2cn(Cc3ccccc3)nc2-c2cccnc2)c1C,.,10,108,-1,101,101,8,-4
CN(CC(=O)Nc1ccccc1Cl)C(=O)COC(=O)C1CCN(c2ccc(C(F)(F)F)cn2)CC1,-12,7,104,0,95,96,-6,17
COc1cccc(/C=N/Nc2nnc(C)n2N)c1O,2,-3,102,6,101,103,5,-4
O=c1cc(CSc2nc3ccccc3[nH]2)c2ccccc2[nH]1,-6,10,91,38,94,95,9,2
COCC(C)N1CCC(Oc2ccc(C(=O)NCc3ccccn3)cc2)CC1 (stereo not given),-1,-4,98,2,101,96,7,1
COc1cccc(NC(=O)c2c([N+](=O)[O-])cnn2C)c1,2,2,101,5,107,105,-22,0
CCCC[C@@H]1C=C(C(=O)O)[C@H](c2ccc(CC)cc2)N1S(=O)(=O)c1ccc(C)cc1,.,4,98,0,107,97,.,1
CCCN(C(=O)COC(=O)C12CCC(=O)N1c1ccccc1S2)c1c(N)n(Cc2ccccc2)c(=O)[nH]c1=O (stereo not given),-11,-3,75,1,96,95,-13,-1
C=CCn1c(SCC(=O)Nc2ncc(Cc3cc(Cl)ccc3Cl)s2)nnc1-c1ccncc1,1,1,111,-2,113,108,-18,4
CCc1ccc(C(=O)NC(CC(C)C)C(=O)O)cc1 (stereo not given),4,5,100,-1,97,102,4,-1
COc1ccc(-c2cc(C(=O)Nc3cnn(Cc4ccccc4C)c3)no2)cc1OC,36*,-1,97,0,.,99,1,2
CC(C)(c1ccccc1)c1ccc(OCC2CO2)cc1 (stereo not given),1,5,90,1,99,104,-1,-2
O=C(CN1C(=O)COc2ccc(S(=O)(=O)N3CCOCC3)cc21)NCc1ccccn1,-3,0,105,-3,100,97,-3,2
Nc1nnnn1/N=C/c1cc(Cl)cc(Cl)c1O,-17,-4,102,5,103,112,-18,-5
COc1ccc(NC(=O)C2CCC(N3C(=O)C4C5C=CC(C5)C4C3=O)CC2)cc1 (stereo not given),4,-2,102,3,100,103,-5,-4
COc1cccc(S(=O)(=O)NCc2ccc(C(=O)N3CCN(c4ccccc4OC)CC3)cc2)c1,4,-2,105,0,99,108,-5,6
O=C(CSCc1ccc(F)cc1)NCc1cccs1,10,-8,101,-3,96,105,5,-4
CSc1ccc(/C=C(/NC(=O)c2ccco2)C(=O)N2CCOCC2)cc1,-4,5,94,2,105,91,9,7
N=C(N)Sc1nc(N2CCCCC2)nc(N2CCCCC2)n1,-5,-1,96,-4,100,105,-6,-7
CCCCC(=O)Nc1cc(OCC)c(NC(=O)c2ccccc2[N+](=O)[O-])cc1OCC,11,-1,99,1,101,97,-5,4
CCc1cc(C)cc(OCCOc2ccccc2/C=N/NC(C)=O)c1,6,-6,100,16,104,111,3,6
CC(C)Cc1cc(C(=O)N2CCCC(CCC(=O)N(C)CCc3ccccn3)C2)no1 (stereo not given),3,7,94,1,92,95,15,-2
CCOc1cccc(/C=N/NC(=O)CC2C(=O)NN=C2C)c1O (stereo not given),0,1,94,-3,105,105,9,8
S=c1[nH]nc(NCCCN2CCOCC2)s1,4,-36,104,1,51,327*,-4,-20
COc1ccc(C2=NOC(C(=O)NCCCN3CCOCC3)C2)cc1 (stereo not given),1,11,100,4,96,102,10,2

# Other entries follow.
SMILES,EBNA-1 inhibitor,proCasp7 act,LAP4-GFP MLPCN,AHR act,RPL19A TOR yeast,MEP2 TOR yeast,ZTA counter,proCasp3 act
O=C1C(C=NCCCN2CCOCC2)=C(O)c2ccccc21,-6,4,100,15,95,114,0,-4
CCN(C(=O)c1cc2ccccc2o1)C12CC3CC(CC(C3)C1)C2,4,10,98,-2,98,91,2,10
CCOC(=O)C1=C(c2ccccc2)NC(SCC(=O)Nc2ccc(C)cc2)=C(C#N)C1c1ccco1 (stereo not given),17,11,89[may fluoresce violet],5,19*[may fluoresce violet],271*[may fluoresce violet],-10,-1
N#C/C(=C/c1ccc(O)c([N+](=O)[O-])c1)C(=O)Nc1ccccc1,-2,-11,108,4,106,101,-9,10
C=CCN(Cc1cccc(OC)c1OC)C(=O)Oc1ccccc1,.,11,91,0,89,97,4,-6
CCn1c(COC(=O)CNC(=O)c2cc(OC)c(OC)c(OC)c2)nc2cc(S(=O)(=O)N(C)C)ccc21,-11,8,102,-1,89,96,-4,-3
O=C(C1CCCN(S(=O)(=O)c2cccs2)C1)N1CCN(C2CCCCC2)CC1 (stereo not given),7,4,108,-2,107,109,2,-5
COc1cc(COCC(O)CN2C(C)CCCC2C)cc(OC)c1OC (stereo not given),5,4,83,1,101,101,13,3
CCCSc1nnc(NC(=O)c2ccco2)s1,-1,1,87,9,100,95,-6,-1
O=C(N/N=C/c1cccc2ccccc12)c1n[nH]c2c1CCCC2,-6,-1,106,40,101,104,-17,1
O=C(COC(=O)c1cc(Cl)ccc1[N+](=O)[O-])Nc1cccc2ccccc12,-7,10,?,2,?,?,-8,5
CN1C(=O)NC(c2ccccc2[N+](=O)[O-])C2=C1CCCC2=O (stereo not given),-12,12,90,13,102,106,5,0
Nc1cc(N)nc(SCC(=O)NCC2CCCO2)n1 (stereo not given),3,8,112,15,105,108,10,-8
CCN(CC)C(=O)C(=O)Nc1cc(C(F)(F)F)ccc1Cl,-9,-6,96,31,98,80,6,-2
Cc1nc(Cl)sc1C(=O)Nc1ccc(C(C)(C)C)cc1,-11,-2,84,16,99,93,-8,8
COCC(=O)N1CCC(Oc2ccc(C(=O)NCCc3ncccc3C)cc2)CC1,-1,-9,112,-2,102,108,1,2
CCCC/C=C/C(NC(=O)CCc1ccccc1)c1ccccc1 (stereo not given),0,13,106,4,93,86,-4,7
O=C(c1cc2cc([N+](=O)[O-])ccc2s1)N1CCCCC1,-4,7,102,0,95,97,2,-2
CCc1c(C)nc2ncnn2c1N1CCCC(C(=O)Nc2ccc(NC(C)=O)cc2)C1 (stereo not given),4,11,122,0,109,97,16,6
COCc1cc(C)nc(SCC(=O)Nc2nc(C)cs2)c1C#N,-22,-14,101,-3,96,93,4,-5
CN(C)CCNc1cc(-c2ccncc2)nc2ccccc12,-1,3,97,11,104,106,1,-1
CCN(CC)C(=O)CSC1=Nc2ccccc2C2=NC(c3ccccc3)C(=O)N12 (stereo not given),-3,-2,102,12,96,99,-3,-2
Cc1ccc2c(C(=O)CN3CCSCC3)c(C)[nH]c2c1,5,-12,106,29,102,107,20,0
Cc1ccc(CC(=O)Nc2ccc(C(=O)N3CCOCC3)cc2)cc1,-7,3,93,-1,96,97,-9,7
Cc1ccc(NC2(c3nnnn3-c3c(C)cccc3C)CCCCC2)cc1,8,-16,95,1,95,95,-16,3

# Some values from the entries so far:
# Entry for CCN(C(=O)c1cc2ccccc2o1)C12CC3CC(CC(C3)C1)C2 under RPL19A TOR yeast: 98
# Entry for O=C(N/N=C/c1cccc2ccccc12)c1n[nH]c2c1CCCC2 under ZTA counter: -17

# The main list resumes, starting 2 compounds before the break.
SMILES,EBNA-1 inhibitor,proCasp7 act,LAP4-GFP MLPCN,AHR act,RPL19A TOR yeast,MEP2 TOR yeast,ZTA counter,proCasp3 act
Cc1ccc(CC(=O)Nc2ccc(C(=O)N3CCOCC3)cc2)cc1,-7,3,93,-1,96,97,-9,7
Cc1ccc(NC2(c3nnnn3-c3c(C)cccc3C)CCCCC2)cc1,8,-16,95,1,95,95,-16,3
CCN(CC)CCN(C(=O)c1cc(Cl)sc1Cl)c1nc2cc3c(cc2s1)OCO3,3,6,129,72*,102,105,-13,0
C#CCOCCOCCOCCNc1nc(N2CCN(C(=O)Cn3cc(CCCN=C(N)N)nn3)CC2)nc(N2CCN(C(=O)[C@H](CCCCN)n3cc(CCC(=O)O)nn3)CC2)n1,10,13,141,-4,100,93,-17,-7
CCOC(=O)c1ccccc1NC(=O)c1ccc2c(=O)n3c(nc2c1)CCCCC3,7,5,100,-3,96,99,3,2
Cc1cccc(Cc2nnc(CCC(=O)N3CCCCC3c3nccs3)o2)c1 (stereo not given),-20,0,99,3,102,98,11,-8
COCCNC(=O)CN1C(=O)CSc2ccc(S(=O)(=O)N3CCOCC3)cc21,-6,3,85,1,91,108,-3,-5
Cc1nnc2ccc(-c3ccc(NC(=O)c4ccco4)cc3)nn12,3,-1,100,-5,96,94,-5,5
COc1ccc(CN2C(=O)c3cccnc3C2=O)cc1S(=O)(=O)N1CCCCC1,-1,3,86,0,92,103,-13,7
O=C1CC(c2cc([N+](=O)[O-])ccc2Cl)c2c(ccc3ccccc23)N1 (stereo not given),0,-2,112,5,105,137,-17,-1
NC(=O)C1CCN(C(=O)COc2ccc3c(c2)oc(=O)c2ccccc23)CC1,6,2,104,1,96,105,20,6
CCC(CC)C(=O)c1c[nH]c(C(=O)O)c1,-18,-2,107,1,108,107,-5,-3
CCN(C(=O)COC(=O)CNC(=O)c1ccc(C)c(C)c1)C1CCS(=O)(=O)C1 (stereo not given),1,12,89,1,103,102,9,-10
Cn1c(SCC(=O)Nc2ccc3c(c2)OCCO3)nnc1-c1ccccn1,-6,-4,89,6,102,101,-18,2
CC(C)(C)c1ccc(Oc2cccc(C3CC(=O)C(C4NCCc5ccccc54)C(=O)C3n3cncn3)c2)cc1 (stereo not given),4,6,.,2,88,84,16,1
O=C(CSc1n[nH]c(-c2ccccc2Cl)n1)NCc1cccc(C(=O)O)c1,-9,-1,100,1,97,95,-7,-6
CC(=O)N(C)c1ccc(NC(=S)Nc2ccc(C(C)C)cc2)cc1,-12,-5,108,3,100,112,-4,-6
Cc1ccc(/C=C/C(=O)N2CCN(c3ccc(F)cc3)CC2)o1,-5,-17,85,-2,92,87,-24,-8
O=C(Cc1ccc(Cl)c(Cl)c1)N/N=C/c1cccnc1,-7,-3,96,17,120,110,2,5
CC(C)(C)NC(=O)C(c1ccc(F)cc1)N(CC1CCCO1)C(=O)c1csnn1 (stereo not given),3,1,97,0,99,104,4,7
O=C(CSCCNS(=O)(=O)c1ccccc1)Nc1ccccc1,-5,6,96,4,96,102,-4,-4
CCNC(=O)C1CCCN1S(=O)(=O)c1ccc2ccccc2c1 (stereo not given),6,1,84,-2,105,93,8,8
Cc1cc(NC(=O)CSc2nc(C)c(C)c(=O)[nH]2)no1,2,-2,96,5,96,99,11,4
CC(=O)N1CCN(S(=O)(=O)c2ccc(C)cc2)C1C (stereo not given),-9,10,91,0,84,88,-4,2
CC(=O)Nc1sc2c(c1C(c1ccc(Cl)cc1)N1CCOCC1)CCCC2 (stereo not given),-17,2,93,3,97,95,0,3
CSc1cccc(NC(=S)N2CCCN(Cc3ccccc3F)C2)c1,-7,-3,109,0,102,103,-9,1
COC(=O)CSc1nc2cc(OC)ccc2cc1C#N,-16,2,86,5,85,89,3,3
c1ccc(C2Nc3ccccc3Oc3ccccc32)cc1 (stereo not given),0,-12,103,8,99,98,-16,-7
CC1(C)OC(C(O)(c2ccccc2)c2ccccc2)[C@@H](C(O)(c2ccccc2)c2ccccc2)O1 (stereo not given in full),0,-2,100,0,92,86,17,2
CSc1nc(NC(C)C)nc(N2CCOCC2)n1,-4,-1,99,2,95,92,-4,6
CC(=O)Nc1nc2ccccc2n1Cc1ccc(Cl)cc1,9,8,107,-2,99,99,12,-6
